KLF5 inh: inhibitors of KLF5 expression. inhibition, % at 5 µM. 290,000 compounds, 0.23% hits. DLD-1 KLF5 promoter-luciferase reporter, luminescence;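 active means inhibition above a per-plate limit of that plate's mean compound inhibition plus 3 SD, cut at about 60% in these data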;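 further: 0% = DMSO wells and 100% = LY294002 at 200 µM; higher means less KLF5 promoter-driven luciferase light; inactives centre near -14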
HSP90 refold inh: blocks HSP90-mediated luciferase refolding in reticulocyte lysate; Rabbit reticulocyte lysate, luciferase refolding luminescence, 3 h; inhibition, % at 5.6 µM; 290,000 compounds, 0.91% hits; AID 1789;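 active means inhibition above the screen-wide mean plus 3 SD, computed separately per campaign, cut at about 16% in these data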;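 further: 0% = DMSO wells and 100% = 60 µM geldanamycin wells; inhibitors lower the luminescence because luciferase stays unfolded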
aSyn 5UTR inh: 5' untranslated region of α-synuclein, MLPCN primary screen; inhibition, % (tested at 7.5 µM); 300,000 compounds, 0.82% hits; alpha-synuclein 5'UTR reporter, inhibitor activity; in the data active means inhibition above about 60%; inconclusive means no clear call, values can overlap the other calls;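 further: H4 neuroglioblastoma cells stably carrying SNCA 5'UTR luciferase fusion; 0% = DMSO wells and 100% = positive control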
Platelet DG rel: platelet dense granule release activity; human platelet-rich plasma, SFLLRN dense granule ATP release, luminescence; inhibition, %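 (compounds screened at 7.5 µM in platelet-rich plasma)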; 300,000 compounds, 0.22% hits;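 active means mean replicate score, as percent of positive control, at or above 50; inconclusive means mean below 50 but at least one replicate at or above 50; inactive means mean and every replicate below 50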
HIF act: HIF pathway transcriptional activation | U2OS HRE-luciferase reporter, luminescence; normalized: DMSO 0%, desferrioxamine 100% | AID 1910 | activation, % at 7.5 µM (by protocol) | 300,000 compounds, 0.32% hits;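 active means mean activation of at least 10% of the iron chelator positive control signal, with at least half of replicates also reaching 10%; inconclusive means mean and replicate majority disagree about reaching 10%; inactive means mean and most replicates under 10%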
HSF1 inh: HSF1 inhibition; NIH3T3-HGL HSE-luciferase, MG132-induced, luminescence 8 h; hits give low values; activity change, negative = inhibition, % at 7.5 µM (by protocol); 300,000 compounds, 0.77% hits; AID 2098;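 active means more than half of replicate wells show activity change below -50%, luminescence cut by over half; inconclusive means some wells, but at most half, below -50%; inactive means no replicate well below -50%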;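 further: luciferase reports HSF-1 transcriptional activity via heat shock element; 0% = median of DMSO wells and -100% = zero luminescence signal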
HSF1 activator: increases HSF-1 driven luciferase reporter signal. NIH3T3-HGL HSF-1 luciferase reporter, MG132, 8 h; 100% = twice DMSO control signal. 300,000 compounds, 1.7% hits. AID 504408. activation, % at 9 µM;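 active means mean replicate activation of at least 50% with a set share of replicates each reaching 50%; inconclusive means only one of those two conditions met; inactive means mean below 50% and too few replicates reaching it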;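 further: 0% = median of the neutral control wells and 100% = twice that signal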
IEC-6 cytotox: kills IEC-6 intestinal cells in KLF5 counter-screen | inhibition, % at 5 µM | 290,000 compounds, 0.78% hits | AID 1825 | IEC-6 cytotoxicity, luminescence viability; in the data active means inhibition above about 22%;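 further: 0% = plate median of test compound wells and 100% = cytotoxic reference compound wells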
SKKanGAS inh: SKKanGAS growth inhibition | 300,000 compounds, 1.3% hits | inhibition, % at 7.5 µM | S. pyogenes SKKanGAS, kanamycin growth, BacTiter-Glo, 6 h | AID 1662;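 active means mean replicate score, as percent of positive control median, at least 50; inconclusive means mean below 50 but one replicate at or above 50; inactive means mean and every replicate below 50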;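 further: strain carries kanamycin resistance gene driven by streptokinase promoter and grows in 40 µg/ml kanamycin; loss of luminescence reflects streptokinase promoter inhibition or plain growth inhibition; 0% = median of DMSO wells and 100% = positive control at its reference dose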
AI-2 QS mod: modulates the Vibrio harveyi AI-2 quorum sensing system | 300,000 compounds, 0.4% hits | Vibrio harveyi JMH597 AI-2 luminescence/OD600 ratio, 9 h; hits give low values; strain lacks LuxN and CqsS sensors; 0 = neutral-control median | activity change, % at 7.5 µM; in the data active means activity change below about -75%, passing the limit was not always enough; inconclusive means no clear call, values can overlap the other calls;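 further: luminescence divided by OD600 gain over 9 h not by final OD600 alone; inactives centre near 13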
Numbers without * were called inactive; ? = inconclusive; . = no result given.

SMILES | KLF5 inh | HSP90 refold inh | aSyn 5UTR inh | Platelet DG rel | HIF act | HSF1 inh | HSF1 activator | IEC-6 cytotox | SKKanGAS inh | AI-2 QS mod
O=C(CN(c1ccc(F)cc1)S(=O)(=O)c1ccc2c(c1)OCCO2)NCc1cccnc1 | 1 | -3 | 4 | 6 | 0.0 | -4 | 1 | 3 | -9 | 21
CCCc1cc(C(=O)N2CCCC(Nc3ccc(C)c(C)c3)C2)n(C)n1 (centres undefined) | -26 | -2 | 12 | -1 | 0.1 | -2 | -6 | -6 | 3 | 10
COc1ccc(-c2ccc(/C=C3\C(=O)N(c4ccccc4)N=C3c3ccccc3)o2)c([N+](=O)[O-])c1 | -8 | 3 | 2 | -5 | -27 | -6 | 2 | 6 | 27 | 18
Cc1ccc(N2CC(C(=O)Nc3ccc(S(=O)(=O)NCC4CCCO4)cc3)CC2=O)cc1 (centres undefined) | -6 | -1 | 12 | 8 | -0.7 | -9 | 19 | 1 | 1 | 1
COCCNC(=O)C(c1ccc(OC)cc1)N(CCOC)C(=O)CCC(=O)Nc1nccs1 (centres undefined) | -4 | 0 | 8 | -1 | -0.1 | 0 | 6 | -4 | -1 | 7
O=C(COc1cccc2c1CCNC2=O)Nc1ccc(Cl)cc1 | . | . | 4 | -3 | -1.1 | 5 | 38 | . | -3 | 17
O=C(N/N=C/c1ccc(N2CCCCC2)o1)C(O)(c1ccccc1)c1ccccc1 | 0 | 1 | -17 | 3 | -0.6 | 38 | 66* | 0 | -2 | 9
CC(C)NC(=O)CSc1nc(Cc2cccs2)nc2ccccc12 | -4 | 4 | 4 | 1 | -0.5 | 14 | 22 | 4 | -1 | 46
Cc1cc2ncn(CC(O)COc3cccc(C(=O)O)c3)c2cc1C (centres undefined) | -12 | -1 | -15 | -4 | -0.3 | -4 | -14 | 0 | -11 | 15
O=C(Cc1ccccc1)N/N=C/C=C/c1ccccc1[N+](=O)[O-] | -18 | -1 | -83 | 9 | 2.0 | 1 | 4 | 0 | -3 | 0
O=C(CN1CCCCC1)Nc1ccc(S(=O)(=O)N2CCCCCC2)cc1 | 8 | 1 | 0 | -14 | -0.4 | -2 | 3 | 6 | -8 | -6
Cc1ccc(NC2=C(NCCO)C(=O)c3ccccc3C2=O)cc1 | -7 | -2 | -27 | 6 | 3.3 | 2 | 7 | 10 | 2 | 56
CC(C)c1cc(CNC(=O)CCc2nnc(CCCCc3ccccc3)o2)on1 | -5 | 6 | -4 | -11 | 0.5 | 3 | 17 | 6 | -21 | -5
O=C(CN1C(=O)/C(=C\c2ccc(F)cc2)Oc2ccccc21)N1CCN(c2ccccn2)CC1 | -26 | -2 | 13 | 3 | -0.8 | 2 | 0 | -2 | -2 | 14
O=S(=O)(NC1CCCCC1N1CCC(O)CC1)c1ccccc1 (centres undefined) | -15 | 1 | 3 | -2 | -18 | 2 | 14 | 2 | 0 | 34
O=C(N/N=C/c1ccc(F)cc1)c1ccccc1 | -77 | 4 | -152 | 17 | 3.2 | 6 | 22 | -7 | ? | 37
O=CN1N=C(c2ccccc2)CC1c1ccccc1[N+](=O)[O-] (centres undefined) | -9 | 3 | -10 | -1 | 0.8 | 9 | 7 | 5 | 0 | 11
Cc1nc2ccccc2n1CC(O)c1ccccc1 (centres undefined) | -23 | 2 | -2 | -1 | 0.7 | -6 | -4 | 0 | -5 | 2
O=C(c1ccc2c(c1)OCO2)N1CCN(c2ccc(C(F)(F)F)cn2)CC1 | -26 | 3 | -11 | -1 | -0.4 | -11 | 1 | 4 | -4 | 2
CCCCCN(C(=O)CCC(=O)OCC(=O)c1cccc(OC)c1)c1c(N)n(CCCC)c(=O)[nH]c1=O | -7 | 3 | -5 | 14 | 0.0 | 6 | 2 | 0 | 9 | 17
CCn1c(CNc2ccc(OC)cc2)nnc1SCC(=O)N1CCCc2ccccc21 | 42 | 3 | -70 | -3 | 0.1 | 2 | -9 | 8 | -1 | 2
Cc1ccc(OCC(=O)Nc2ccc([N+](=O)[O-])cn2)cc1C | -8 | -3 | -19 | 8 | 0.3 | 1 | 18 | -3 | 2 | 5
CCC[C@@H]1CCCO[C@@](C(=O)NCc2ccc(S(C)(=O)=O)cc2)(C(F)(F)F)C1 | . | . | 13 | -6 | -1.9 | 3 | 9 | . | -4 | 21
CN(C(=O)Nc1cccc(C(F)(F)F)c1)C1CCCCC1 | -9 | 1 | -39 | -2 | -0.8 | -1 | 6 | 1 | -4 | 12
O=C1c2ccccc2S(=O)(=O)c2cc(C(=O)N3CCN(c4ncccn4)CC3)ccc21 | . | . | 6 | 0 | 0.3 | -6 | 5 | . | 3 | 13
O=C(NCC1CCCO1)C(=O)NCC(c1ccco1)N1CCN(c2ccccc2F)CC1 (centres undefined) | -23 | 0 | 26 | -11 | -0.4 | 3 | 3 | -3 | -4 | -13
O=C(COc1ccc2c3c(c(=O)oc2c1)CCCC3)NCCN1CCOCC1 | -13 | 3 | 7 | 7 | 0.9 | -1 | -5 | 5 | -6 | 10
CCn1c(C)[n+](CC)c2ccc(C(=O)N(C)c3ccccc3)cc21 | -14 | 4 | 8 | 2 | 0.1 | -5 | -23 | 6 | -2 | 4
O=C(NCC(c1cccs1)N1CCOCC1)c1cn(-c2ccccc2)nc1-c1ccc(Cl)cc1 (centres undefined) | . | . | 9 | -13 | -0.1 | 0 | 0 | . | 16 | 30
CCN(c1cccc(C)c1)S(=O)(=O)c1c(C)[nH]c(C)c1C(=O)N1CCCCC1 | 2 | -4 | 23 | -3 | 0.3 | 1 | 5 | -2 | -3 | -7
CC1=C(C(N)=O)S(=O)(=O)c2ccccc21 | -29 | -3 | 2 | 19 | 1.5 | 0 | -15 | -2 | 3 | 5
COC(=O)Cc1c(C)nc2nc(-c3ccccc3)[nH]n2c1=O | 0 | -1 | 12 | -1 | -0.1 | -5 | -17 | 5 | 1 | 21
CCCC(=O)NC(=S)Nc1ccc(N2CCN(C(=O)c3cccs3)CC2)cc1 | -17 | 0 | 8 | 4 | -0.2 | -5 | -1 | 2 | 1 | 39
CC(=O)NCCCc1c[nH]c2ccc(Cl)cc12 | 0 | 3 | -5 | 0 | 0.3 | 5 | 18 | 8 | -4 | 25
Cc1nc(NC(=O)CSc2nnc(Cn3nnc4ccccc43)n2C)sc1C | -6 | -5 | 22 | 9 | -0.1 | 1 | -15 | -6 | -5 | 35
Cc1cccc(CN2CCN(Cc3cccc(-n4cccn4)c3)CC2CCO)n1 (centres undefined) | -6 | 4 | 8 | 2 | -0.1 | -5 | -13 | 3 | 2 | 25
COc1ccc(-n2ccnc2SCC(=O)Nc2cc(C)on2)cc1 | -43 | -4 | -36 | 8 | 1.5 | -3 | -3 | 6 | -2 | 15
O=C(Nc1ccc(Cl)cc1C(=O)Nc1ccc(Br)cn1)c1ccco1 | -10 | 5 | -5 | -4 | -0.1 | 5 | 20 | 5 | 15 | 40
COc1ccc(OC(C)C(=O)N(C)Cc2nc(-c3ccccc3)no2)cc1 (centres undefined) | -8 | 4 | -2 | -2 | 0.0 | -2 | 3 | 2 | 0 | 6
CCN(CC)CCCN(CC(=O)N(C)Cc1ccccc1)C(=O)c1ccc([N+](=O)[O-])cc1 | -8 | -5 | 4 | 1 | -5.8 | -3 | 0 | 5 | 1 | 6
CCOC(=O)N1CCN(C2=NC3(CCCCC3)C(C#N)C(=O)N2)CC1 (centres undefined) | -32 | 0 | -4 | 7 | -0.1 | 3 | 12 | -5 | 4 | 6
COc1cc(CNC(=O)CCn2nc(C)c3c(C)n(-c4ccccc4)nc3c2=O)cc(OC)c1OC | 0 | -2 | 0 | -18 | 0.2 | 3 | -4 | -2 | 0 | 17
O=[N+]([O-])c1cccc(N/N=C/c2cccc3ccccc23)c1 | 11 | 0 | -91 | -3 | 0.9 | 1 | -3 | -1 | 9 | 29
Cc1ccccc1NS(=O)(=O)c1ccc(C(=O)NCC(c2ccccc2)N(C)C)cc1 (centres undefined) | -12 | 5 | -11 | -6 | 0.0 | -7 | 2 | 2 | -16 | 3
COc1ccc(CN(Cc2nc3ccccc3c(=O)[nH]2)C(=O)C(C)(C)C)cc1 | -6 | 2 | -1 | 4 | -2.6 | 6 | -12 | 11 | -1 | 19
COc1ccc(NC(=O)c2c(Cl)n(C)c3ccccc23)cc1 | -29 | -1 | -11 | 6 | 4.5 | 24 | 37 | 15 | -5 | 27
COc1cc(C2/C(=C(\O)c3ccc4c(c3)OCCO4)C(=O)C(=O)N2c2nnc(C)s2)cc(OC)c1OC (centres undefined) | -12 | 0 | -3 | 9 | 0.1 | 2 | -5 | 0 | -1 | 13
CCOC(=O)N=S(=O)(Oc1ccc([N+](=O)[O-])cc1)c1ccc(Cl)cc1 (centres undefined) | -10 | -3 | -16 | -2 | -0.1 | 8 | 33 | -1 | -3 | 47
CN(C)/C(=N\S(=O)(=O)c1ccc(Cl)cc1)c1ccc(F)cc1 | -34 | -4 | 6 | 7 | -1.0 | 0 | -4 | -6 | 8 | 11
O=C(COC(=O)C1=COCCO1)Nc1c(F)cccc1F | . | . | 3 | -8 | 0.6 | -3 | -3 | . | -4 | 11
Additional records:
SMILES | KLF5 inh | HSP90 refold inh | aSyn 5UTR inh | Platelet DG rel | HIF act | HSF1 inh | HSF1 activator | IEC-6 cytotox | SKKanGAS inh | AI-2 QS mod
COc1ccc2c(c1)C(NC(C)=O)C(=O)N2CCc1ccccc1 (centres undefined) | -7 | -1 | 2 | 23 | -0.3 | 1 | -16 | -6 | -1 | 14
O=C(Cc1c(F)cccc1Cl)c1ccc(O)cc1O | -8 | -5 | -23 | -3 | 0.0 | 1 | -6 | -2 | -11 | -21
CC1(c2ccc(Cl)cc2)NC(=O)N(CC(=O)Nc2ccc(N3CCCCC3)cc2)C1=O (centres undefined) | . | . | 13 | -6 | -4.7 | 11 | 0 | . | -3 | 10
OCCC1CN(Cc2cc(F)ccc2F)CCN1CCCc1ccccc1 (centres undefined) | -41 | -1 | 4 | 4 | -3.5 | 8 | -3 | 0 | 0 | 21
Cc1ccc2nc(N3CCOCC3)c3nncn3c2c1 | 0 | -4 | -15 | 17 | 0.7 | -6 | -6 | -3 | -2 | 41
CCOc1ccc(C(C(=O)NC2CCCC2)N(C(=O)CNC(=O)c2ccco2)c2cccnc2)cc1 (centres undefined) | 4 | 0 | -2 | -13 | -0.4 | -3 | -7 | 0 | -4 | 10
Cc1cccc(NC(=O)c2ccc(CN3CCN(Cc4ccccc4)CC3)cc2)c1 | 8 | 2 | -77 | -1 | 0.0 | -6 | 1 | 5 | -1 | 14
Cc1nnc(SCC(=O)N/N=C/c2cc(Cl)c(O)c(Cl)c2)s1 | 0 | -1 | 3 | -2 | 0.2 | -6 | -5 | -6 | -8 | 21

Screens as filed in PubChem BioAssay.
